# Source: PubChem
# CHO-K1 Ca ag = counter-screen for M1 agonists: effect in parental CHO-K1 cells; activation, % at 3 µM; AID 602248, 2012; Fluo-8 calcium fluorescence; scaled to maximal ATP response, vehicle zero; 360,000 tested, 0.48% active; in the data active = activation above about 15%;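 note: untransfected CHO-K1 host cells lacking M1 receptor as counterscreen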
# CHO-K1 Ca antag = M1 antagonist counterscreen hit in parental CHO-K1 cells. 360,000 tested, 0.6% active. inhibition, % at 3 µM. ATP-induced calcium, Fluo-8 fluorescence. AID 602250;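 active = inhibition above a per-plate cutoff, the plate's mean sample inhibition plus 3 SD, cut at about 24% in these data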;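 note: 0% = DMSO plus EC80 ATP and 100% = DMSO alone without ATP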
# TAAR1 agonist = human TAAR1 agonists, primary screen, Fluo-8 calcium fluorescence, CHO RD-HGA16 cells. activation, % at 3 µM. vehicle wells 0%, saturating PEA agonist 100%. 360,000 tested, 0.99% active. Trace amine-associated receptor 1 (Homo sapiens), Q96RJ0;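 active = activation above the mean activation of all test compounds in the run plus 3 SD, cut at about 38% in these data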
# Target sequence (Q96RJ0 whole entry, looked up): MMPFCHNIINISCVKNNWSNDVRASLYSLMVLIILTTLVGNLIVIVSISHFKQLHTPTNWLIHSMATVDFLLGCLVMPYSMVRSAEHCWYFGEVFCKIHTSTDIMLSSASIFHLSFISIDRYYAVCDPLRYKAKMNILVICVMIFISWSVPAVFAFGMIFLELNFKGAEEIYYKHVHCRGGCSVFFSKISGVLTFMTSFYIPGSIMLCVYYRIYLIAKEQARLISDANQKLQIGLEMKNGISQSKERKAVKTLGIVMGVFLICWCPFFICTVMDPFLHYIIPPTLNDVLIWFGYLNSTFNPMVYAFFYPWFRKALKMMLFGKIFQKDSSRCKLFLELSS
#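 System: CHO RD-HGA16 cells carrying human TAAR1 plus Gα16; Incubation: 17-24 h seeding, 75 min 37 °C dye, 30 min RT; Measured by: Fluo-8 fluorescence, 5 s baseline then 140 s kinetic read; Control set: DMSO and PEA EC100; Replication: single well for each compound.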
# OXTR potentiate = human OXTR potentiators, primary screen, fluorescence, CHO-OTR cells, Fluo-8 calcium | Oxytocin receptor (Homo sapiens), P30559 | Fluo-8 calcium fluorescence, potentiator mode; 0% = oxytocin EC15, 100% = EC100 | activation, % at 3 µM | 320,000 tested, 0.061% active;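 active = activation above that plate's cutoff, the mean activation of tested compounds plus 3 SD, cut at about 6.6% in these data, passing the limit was not always enough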;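 note: 100% uses oxytocin at 75 nM as the full agonist control; some results filed as inactive read as strong as hits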
# Target sequence (P30559 whole entry, looked up): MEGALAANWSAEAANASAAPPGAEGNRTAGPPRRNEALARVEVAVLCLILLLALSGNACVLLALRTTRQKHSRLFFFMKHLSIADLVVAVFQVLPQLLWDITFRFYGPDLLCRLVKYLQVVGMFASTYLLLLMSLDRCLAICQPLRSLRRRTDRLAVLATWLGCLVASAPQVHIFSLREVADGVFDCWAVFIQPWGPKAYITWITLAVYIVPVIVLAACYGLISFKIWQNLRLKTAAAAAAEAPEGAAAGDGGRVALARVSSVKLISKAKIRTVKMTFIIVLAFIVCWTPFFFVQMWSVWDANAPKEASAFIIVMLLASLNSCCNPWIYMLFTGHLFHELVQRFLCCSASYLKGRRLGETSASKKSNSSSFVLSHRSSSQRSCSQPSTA
#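 Replication – single well per compound, singlicate · Assay system – CHO cell line stably expressing human OTR · Timing – 6 min pre-incubation, 100 s read · Measure – normalized max/min fluorescence ratio, % activation · Doses – 3.0 µM, one dose · Detection – Fluo-8 calcium dye fluorescence · Probe or stimulus – oxytocin near EC15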
# TAAR1 antag = human TAAR1 antagonists, primary screen, Fluo-8 calcium fluorescence, CHO RD-HGA16 cells; Trace amine-associated receptor 1 (Homo sapiens), Q96RJ0; antagonist; inhibition, % at 3 µM; 360,000 tested, 1.5% active; AID 624466, 2012;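 active = inhibition above a per-plate cutoff, the mean inhibition of test compounds on that plate plus 3 SD, cut at about 49% in these data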;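 note: 0% = DMSO plus EC80 beta-PEA response and 100% = DMSO alone without agonist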
#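 Material: CHO RD-HGA16 cells bearing hTAAR1; compound dosing: one-point dosing, 3 µM nominal final; schedule: dye loading 75 min at 37 °C, then 30 min room temperature; measured by: calcium fluorescence with Fluo-8; control set: vehicle and agonist controls; replication: n of 1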
# CHRM1 antagonist = human M1 muscarinic receptor antagonists, primary screen, CHO-K1 cells, Fluo-8 calcium fluorescence, 1536-well; CHO-K1 hM1, ACh EC80 antagonist; inhibition, % at 3 µM; Muscarinic acetylcholine receptor M1 (Homo sapiens), P11229; 360,000 tested, 1.3% active;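 active = percent inhibition above its own plate's cutoff, namely the mean of that plate's compound wells plus 3 SD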;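 note: peak over basal fluorescence ratio during 140 s after agonist addition; 0% = ACh EC80 plus DMSO and 100% = DMSO alone without agonist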
# CHO-K1 Ca PAM = nonselective calcium activators in parental CHO-K1 cells, primary screen, counter-screen for M1 PAM project, cell-based, Fluo-8 calcium fluorescence, full deck, 1536-well; ATP EC20; 0% at ATP EC20, 100% at ATP max; activation, % at 3 µM; 360,000 tested, 0.02% active; AID 602247, 2012;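 active = activation above the run cutoff, the mean activation of all test compounds plus 3 SD, cut at about 40% in these data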;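 note: peak over basal fluorescence ratio in a 140 s read after ATP addition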
# CHRM1 agonist = human M1 muscarinic receptor agonists, primary screen, Fluo-8 calcium fluorescence, CHO-K1 cells, HTS | Muscarinic acetylcholine receptor M1 (Homo sapiens), P11229 | CHO-K1 hM1, agonist mode; 0% DMSO, 100% acetylcholine EC100 | activation, % at 3 µM | 360,000 tested, 0.33% active;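 active = activation above the run's mean compound activation plus 3 SD, cut at about 16% in these data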;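 note: peak over basal fluorescence ratio within a 140 s kinetic read after compound addition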
# CHO parental Ca = ATP-evoked calcium signal inhibitors, parental CHO, primary screen, counter-screen for OX1R antagonist project, cell-based, fluorescence, Fluo-8 calcium dye. inhibition, % at 5.6 µM. parental CHO-K1, ATP-induced calcium, Fluo-8 fluorescence. AID 463079, 2010. 330,000 tested, 0.63% active;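 active = inhibition above that plate's mean sample inhibition plus 3 SD, cut at about 26% in these data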;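 note: 0% = ATP-challenged DMSO wells and 100% = DMSO wells without ATP; some compounds past the cut are filed as inactive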
#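 Assay system: untransfected parental CHO cell line. Also added: ATP agonist challenge. Dosing: one dose, 5.6 µM nominal. Measured by: Fluo-8 fluorescence. Read-out: % inhibition. Benchmarks: ATP wells versus no-ATP DMSO wells. Repeats: no replicates.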
# An asterisk follows results filed as active; / = no result given.
# Sample of the layout, two compounds:
# Every second line gives: CHO-K1 Ca ag, CHO-K1 Ca antag, TAAR1 agonist, OXTR potentiate, TAAR1 antag, CHRM1 antagonist, CHO-K1 Ca PAM, CHRM1 agonist, CHO parental Ca
CN(CCCC(=O)Nc1ccc(OC(F)F)cc1)S(=O)(=O)c1ccc(F)cc1
    8.1, -7.5, -3.7, -10.1, 15.4, -4.5, 5.0, -7.6, 1.8
COC(=O)[C@H](CC(C)C)NC(=O)/C=C/[C@H]1O[C@@H](n2ccc(=O)[nH]c2=O)[C@H](O)[C@@H]1O
    0.0, -2.1, 0.6, /, 6.5, -4.8, 3.8, -1.6, /

# The listing, from the start:
# Every second line gives: CHO-K1 Ca ag, CHO-K1 Ca antag, TAAR1 agonist, OXTR potentiate, TAAR1 antag, CHRM1 antagonist, CHO-K1 Ca PAM, CHRM1 agonist, CHO parental Ca
CN(CCCC(=O)Nc1ccc(OC(F)F)cc1)S(=O)(=O)c1ccc(F)cc1
    8.1, -7.5, -3.7, -10.1, 15.4, -4.5, 5.0, -7.6, 1.8
COC(=O)[C@H](CC(C)C)NC(=O)/C=C/[C@H]1O[C@@H](n2ccc(=O)[nH]c2=O)[C@H](O)[C@@H]1O
    0.0, -2.1, 0.6, /, 6.5, -4.8, 3.8, -1.6, /
O=C(c1cc(COc2ccc3ncccc3c2)on1)N1CCCC(O)C1 (stereo not drawn)
    10.5, -3.0, 5.1, -7.8, -32.1, 2.2, 9.7, -1.2, -2.9
COc1ccc(Cc2noc(-c3ccc(OC)c(OC)c3)n2)cc1OC
    7.8, -14.8, 12.3, -5.5, 10.3, -15.1, -4.9, 5.3, -15.8
O=C(CSc1cccc[n+]1[O-])Nc1cccc(S(=O)(=O)NC2=NCCCCC2)c1
    1.0, -15.8, 21.2, 1.2, 0.3, 2.6, 17.3, -8.3, 3.2
O=C(Cc1csc(-c2cccc(F)c2)n1)Nc1cccc(S(=O)(=O)NC2=NCCC2)c1
    1.3, -1.3, 1.4, /, -7.7, -5.3, 34.8, -2.1, /
COc1cc(C(=O)NC(c2ccccc2)c2ccccc2)cc(OC)c1OC
    0.0, -10.2, 12.6, 4.2, -13.1, -8.2, 19.2, -1.7, 2.8
Cc1cc(=O)n2c(n1)NC(Nc1cccc(C)c1C)=NC2c1ccc(F)cc1 (stereo not drawn)
    0.1, -2.9, 5.7, -4.4, -6.8, -10.6, -7.8, -4.3, -15.3
Cc1cccc(C)c1NC(=O)CN(C)C(=O)c1cccc(S(=O)(=O)N2CCN(c3ccc(F)cc3)CC2)c1
    5.5, -3.4, 7.4, -15.9, 7.1, 17.2, -9.3, -0.5, -7.9
CCOc1ccc(Oc2ccc(S(=O)(=O)N3CCOCC3)cc2NC(=O)C2=COCCO2)cc1
    1.0, -14.6, -1.1, 0.2, -11.0, -5.5, 19.1, -6.2, -9.7
CN(C(=O)CSc1nc(O)cc(=O)n1C1CCCC1)c1ccccc1
    1.4, -13.7, 2.0, -8.2, -8.9, -0.2, 12.4, -1.7, -18.8
S=C1SCN(Cc2cccnc2)CN1Cc1ccccc1
    1.8, -10.0, 2.0, 8.5, 13.5, -5.8, 17.2, -3.0, -10.9
COc1ccc(OC)c(NC(=O)CCc2nnc3ccc(N4CCC(C)CC4)nn23)c1
    0.5, -10.8, 5.5, -15.5, -25.8, 14.5, 0.1, -5.1, -9.9
Cc1cccc(NC(=O)NCCN2CCCCC2)c1
    6.9, -6.6, 3.7, -4.8, -26.6, -7.7, 20.3, -9.1, 1.5
COc1ccc(C(=O)Nc2ccc(S(=O)(=O)Nc3nccnc3OC)cc2)cc1OC
    0.9, -7.5, 2.1, -0.2, -7.3, 2.8, 18.3, -4.8, -5.8
COC1C=CC(CNC(=O)c2cc3c(=O)n4cccc(C)c4nc3n2C)(OC)O1 (stereo not drawn)
    1.1, -15.4, 8.2, -7.4, -4.5, -5.9, 28.4, -6.6, -2.3
Cc1cc(C(=O)N/N=C(\CCC(=O)O)c2cccs2)c2ccccc2n1
    0.7, -15.9, 3.6, -0.5, -24.1, -5.3, 9.1, -4.3, -4.1
COc1ccccc1NC(=S)NCc1ccc2c(c1)cc(C)n2C
    0.5, -9.2, -1.0, -8.9, 7.1, -7.8, 12.4, -7.1, 2.1
C/C=C/c1ccc(Oc2nnnn2-c2ccc(C(=O)O)cc2)c(OC)c1
    0.4, -0.3, 0.1, -3.7, 11.2, 1.6, 11.6, -3.9, -10.1
Cc1csc(NC(=O)c2cccc(C)c2C)n1
    0.2, 16.1, 17.4, -5.8, 7.3, -3.6, -6.8, -3.5, -11.8
CCOC(=O)N1CCN(C(=O)C2CCN(C(=O)c3ccccc3C)CC2)CC1
    1.4, -24.5, 65.5*, /, 17.7, -3.3, 13.9, -4.7, /
O=C(COC(=O)Cc1cccc(C(F)(F)F)c1)NC1CCS(=O)(=O)C1 (stereo not drawn)
    0.3, -1.2, 1.4, -1.4, -14.4, -13.1, 10.3, 3.3, -4.9
COc1cc(C(CCN2CCCCC2)c2c(OC)cc(OC)c3c(C)cc(=O)oc23)cc(OC)c1OC (stereo not drawn)
    0.4, -5.8, 0.8, -1.6, -2.0, -0.7, 6.8, -10.1, -9.4
Oc1ccc(O)c(-c2cnns2)c1
    -0.3, 0.7, 0.6, -3.0, -11.2, 0.0, 5.4, -6.6, -5.2
CCOC(=O)CN(c1sc(C)c(C)c1C(=O)OCC)S(=O)(=O)c1ccc(C)cc1
    -0.1, -20.0, -1.4, /, 8.9, -8.5, 10.0, -7.4, /
Cc1cc(NC(=O)COc2ncnc3sc(C)c(C)c23)no1
    0.0, 20.4, -0.4, -3.6, 4.1, 4.2, -6.7, -2.7, -21.0
COc1ccccc1C(=O)COC(=O)c1nc2nc(C)cc(C)n2n1
    0.1, -11.2, 0.7, 2.1, -6.0, -11.3, -3.3, -1.9, -2.5
C[C@@H]1CN([C@@H](C)CO)C(=O)Cc2cc(NS(=O)(=O)c3ccccc3)ccc2O[C@H]1CN(C)S(C)(=O)=O
    0.4, 6.8, 1.3, 5.2, -6.5, -8.9, -14.6, -9.0, 9.4
O=C(Cn1cnc2sc3c(c2c1=O)CCCC3)NCC(=O)Nc1c(F)cccc1F
    1.7, -19.9, 0.2, -6.5, -3.1, -1.8, 28.8, -3.8, -18.1
COc1cccc(N2CCN(C(C)C(=O)NC34CC5CC(CC(C5)C3)C4)CC2)c1 (stereo not drawn)
    3.5, -19.0, 8.6, -8.7, -22.4, 1.9, 5.9, -10.0, -12.0
CCCC(=O)N=c1sc2cccc(F)c2n1C
    -0.6, 21.4, -2.1, -2.7, -1.9, 8.8, -2.4, -5.6, -8.1
COc1ccc(C2CC(c3ccc(Cl)cc3Cl)Nc3nc(N)nn32)cc1OC (stereo not drawn)
    0.1, -6.3, 3.6, 2.3, -1.6, -8.2, 7.6, 0.0, -8.9
Cc1ccc(CNC(=O)CN(c2ccc(C)cc2)S(=O)(=O)c2c(C)nn(C)c2C)cc1
    1.5, -20.1, -1.7, -7.6, -13.2, -8.7, 23.1, -5.8, -25.8
Cc1ccc(-n2cnc3ncnc(-c4ccccc4)c32)cc1
    0.4, 3.0, 1.9, -10.5, 1.2, 0.9, 12.8, -3.7, 10.9
Cc1cccc(C)c1NC(=O)CC(C)c1ccccc1 (stereo not drawn)
    -0.1, -5.5, 0.3, -0.2, -7.4, -17.6, 8.8, -2.6, -18.1
CC1CCC(C(=O)NC(C(=O)NCCN2CCC(C)CC2)C(C)C)CC1 (stereo not drawn)
    -0.1, 8.2, 7.0, /, 7.9, -5.4, 9.8, -1.4, /
CC(=O)Nc1scc(-c2ccccc2)[n+]1-c1ccc(C)cc1
    0.1, -19.1, 4.5, -1.2, -23.6, -4.1, 14.8, -5.6, -4.2
O=C(NCc1ccccc1)/C(=C\c1ccc([N+](=O)[O-])cc1)NC(=O)c1ccco1
    1.3, -0.9, -0.2, -0.3, -8.9, -11.2, -2.0, 17.0*, -8.3
Cc1cc(Br)ccc1SCC(=O)OCC(=O)NC(C)c1ccccc1 (stereo not drawn)
    0.1, -12.5, 1.0, -2.3, -3.1, -3.0, 13.7, -6.9, -9.2
COc1ccc(Cl)cc1C(=O)OCC(=O)c1c(N)n(C)c(=O)n(C)c1=O
    0.5, -22.8, 0.2, /, -5.1, -7.8, 16.3, -0.9, /
CCCc1nnc(SCC(=O)N2CCOCC2)n1C
    0.1, 4.1, 1.2, -6.8, -13.5, -13.2, 8.0, 0.7, 7.6
Cc1cc(=O)oc2c(CN3CC(C)OC(C)C3)c(O)c(Cl)cc12 (stereo not drawn)
    1.1, -0.6, 3.5, -3.5, 17.0, 0.7, 17.8, -4.2, -11.8
Cc1ccc(C)c(-c2csc(Nc3ncccn3)n2)c1
    0.0, 2.5, 8.8, -10.5, 10.0, -5.0, -18.2, -4.7, 11.1
COc1ccccc1N(C)S(=O)(=O)c1ccc(C(=O)N(C)Cc2cccc(OC)c2OC)cc1
    4.3, -0.2, 4.8, /, 31.1, 3.1, 1.2, -1.9, /
CCn1c(C)[n+](CC(O)COCC2CC=CCC2)c2ccccc21 (stereo not drawn)
    1.1, -13.8, -2.1, -2.2, -3.5, -18.0, -2.7, -10.1, -8.0
Cc1c(C(=O)N2CCCC2)sc(NC(=O)c2cccs2)c1C#N
    1.1, -13.3, 3.7, -5.6, -1.9, -13.9, 17.6, 5.2, -8.4
FC(F)(F)c1ccccc1NC(=S)N1CCc2ccccc2C1
    1.1, -13.2, 80.1*, -0.6, 42.7, -4.8, 23.5, -3.8, 6.1
CCCCN(C=O)c1c(CC)nc2c(OCc3ccc(Cl)cc3)cccn12
    3.8, -11.5, 0.5, /, -28.9, -1.7, 24.6, -8.1, /
CC1CC2(CC(C)(C(=O)CSc3n[nH]c(-c4ccccc4Cl)n3)OC2=O)C(=O)O1 (stereo not drawn)
    1.4, -12.2, 3.9, -2.2, -12.7, -5.8, 19.6, -1.4, -8.6
COc1cc(-c2c(C#N)c(N)nc3c2c(C)nn3-c2ccc(C)c(C)c2)cc(OC)c1OC
    0.1, 16.5, 1.5, -5.2, 3.5, 5.8, -4.6, -2.2, -16.8
O=C(NCCc1ccccn1)c1cccnc1Oc1ccc(Cl)cc1
    -0.4, -4.0, 6.1, 4.6, -15.1, 1.3, 8.7, -5.3, -7.3
